Screening data deposited in PubChem by Broad Institute.
EZH2 inh – EZH2/PRC2 methyltransferase inhibitors, primary screen, biochemical, DELFIA time-resolved fluorescence, single point | Histone-lysine N-methyltransferase EZH2 (Homo sapiens), Q15910 | PRC2 H3K27 methylation, DELFIA TRF, 1 h | inhibition, % at 12.5 µM | 57,000 tested, 0.35% active;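 active = mean inhibition of replicates at least 50% and every single replicate also reaching 50%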;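 also: dimethyl H3K27 on biotinylated H3 21-44 peptide detected by antibody; plate controls were median neutral control wells for no effect and median positive control wells for full effect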
IDH1 mut inh – inhibitors of IDH1 R132H reductase, primary screen, biochemical, plate reader, single point | Isocitrate dehydrogenase [NADP] cytoplasmic (Homo sapiens), O75874 | diaphorase/resazurin fluorescence, 60 min | inhibition, % at 10 µM | 70,000 tested, 0.18% active; in the data active = inhibition above about 34%;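 also: 0% = DMSO and 100% = no enzyme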
Target sequence (O75874 whole entry R132H): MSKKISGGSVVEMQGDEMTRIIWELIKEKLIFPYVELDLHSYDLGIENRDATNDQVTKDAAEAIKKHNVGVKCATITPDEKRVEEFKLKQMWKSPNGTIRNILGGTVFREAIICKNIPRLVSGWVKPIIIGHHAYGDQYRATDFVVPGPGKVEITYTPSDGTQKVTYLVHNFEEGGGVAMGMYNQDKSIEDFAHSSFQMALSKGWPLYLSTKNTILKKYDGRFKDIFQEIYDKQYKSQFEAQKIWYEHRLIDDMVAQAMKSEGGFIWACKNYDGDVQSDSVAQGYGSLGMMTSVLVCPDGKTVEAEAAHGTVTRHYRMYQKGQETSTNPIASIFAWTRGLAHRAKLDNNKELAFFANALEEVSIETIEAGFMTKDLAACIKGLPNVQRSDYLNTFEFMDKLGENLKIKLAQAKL
Active calls of the source: *; x = not tested or not shown; & = joins results of further samples. These rows are one share of the data. The share of hits here may be higher or lower than overall.

nr | SMILES | EZH2 inh | IDH1 mut inh
1 | COc1ccc(S(=O)(=O)Nc2cccc3c2O[C@H](CN(C)C(=O)Nc2ccc4c(c2)OCO4)[C@H](C)CN([C@H](C)CO)C3=O)cc1 | x | -7.8
2 | O=C(O)C1OC(c2cccc(Cl)c2)=NC12CC2 (centres undefined) | -14 | 0.3
3 | C[C@H]1CN([C@@H](C)CO)C(=O)Cc2cc(NS(=O)(=O)c3ccccc3)ccc2O[C@H]1CN(C)Cc1ccc(Oc2ccccc2)cc1 | x | -0.4
4 | C[C@H]1CN([C@@H](C)CO)C(=O)c2cc(-c3cncnc3)cnc2O[C@@H]1CN(C)Cc1ccccc1 | x | 0.9
5 | O=C(C[C@@H]1C=C[C@H](NC(=O)Nc2ccccc2F)[C@@H](CO)O1)NCc1ccc(Cl)cc1 | 15 | 0.5
6 | CO[C@@H]1CN(C)C(=O)c2ccc(NS(C)(=O)=O)cc2OC[C@@H](C)N(CC2CCOCC2)C[C@@H]1C | -8 | 0.3
7 | C[C@@H]1CCCCO[C@H](CN(C)C)[C@H](C)CN([C@H](C)CO)C(=O)c2cc(NC(=O)CCCN(C)C)ccc2O1 | -2 | 7.6
8 | COCCOC(=O)N1C(=O)[C@@]2(c3cc(C#CCCO)ccc31)[C@H](c1ccccc1OCCO)N1[C@H](c3ccccc3)[C@H](c3ccccc3)OC(=O)[C@H]1[C@@H]2C(=O)N1CCN(c2ncccn2)CC1 | -5 | x

nr | SMILES | EZH2 inh | IDH1 mut inh
9 | COc1ccccc1C(=O)Nc1ccc2c(c1)OC[C@H](C)N(C(C)=O)C[C@@H](C)[C@@H](OC)CN(C)C2=O | -3 | -0.3
10 | C[C@H](CO)N1C[C@H](C)[C@H](CN(C)Cc2ccc(C(=O)Nc3ccccc3N)cc2)Oc2c(NC(=O)C3CC3)cccc2C1=O | 22 | x
11 | C[C@H](CO)N1C[C@H](C)[C@@H](CN(C)Cc2ccc3c(c2)OCO3)Oc2ccc(NC(=O)Nc3ccc(F)cc3)cc2C1=O | -18 | x
12 | O=C1O[C@@H](c2ccccc2)[C@@H](c2ccccc2)N2[C@@H](c3ccccc3OCCO)[C@]3(C(=O)Nc4ccc(C#CCCO)cc43)[C@@H](C(=O)NC[C@H](O)c3ccccc3)[C@H]12 | -36 | x
13 | O=C(C[C@H]1C=C[C@@H](NC(=O)Cc2ccccn2)[C@@H](CO)O1)NCCc1ccncc1 | 0 | -0.2
14 | COc1cccc(OC)c1C(=O)NC(=S)NCc1cccnc1 | 7 | 0.3
15 | CO[C@@H]1CN(C)C(=O)c2ccc(NC(C)=O)cc2OC[C@@H](C)N(Cc2cncnc2)C[C@H]1C | -2 | 0.3
16 | C[C@H](CO)N1C[C@H](C)[C@H](CN(C)Cc2ccccn2)Oc2ncc(Br)cc2C1=O | 6 | -1.0

nr | SMILES | EZH2 inh | IDH1 mut inh
17 | Cc1noc(C)c1S(=O)(=O)Nc1ccc2c(c1)C(=O)N([C@@H](C)CO)C[C@H](C)[C@H](CN(C)S(C)(=O)=O)O2 | x | -0.2
18 | C[C@@H]1CN([C@H](C)CO)C(=O)Cc2cc(NC(=O)C3CCCCC3)ccc2O[C@@H]1CN(C)Cc1ccccc1 | -2 | x
19 | C[C@H]1CN([C@@H](C)CO)C(=O)Cc2cc(NS(=O)(=O)c3ccc(Cl)cc3)ccc2O[C@H]1CN(C)C | x | -0.1
20 | O=C(CC1CC1)N[C@H]1CC[C@@H](CCNS(=O)(=O)c2ccc(F)cc2)O[C@@H]1CO | 11 | 0.0
21 | O=C(C[C@@H]1C[C@@H]2c3cc(NC(=O)CC4CC4)ccc3O[C@@H]2[C@H](CO)O1)NCC1CC1 | -5 | -0.1
22 | COC(=O)N(C)C[C@@H]1OCc2ccccc2-c2c(n(C)c3ccccc23)C(=O)N([C@H](C)CO)C[C@H]1C | -13 | -1.6
23 | COc1cccc(-c2ccc3c(c2)O[C@H](CN(C)C)[C@H](C)CN([C@H](C)CO)S3(=O)=O)c1 | 0 | 0.0
24 | COCC#Cc1cnc2c(c1)C(=O)N([C@H](C)CO)C[C@@H](C)[C@H](CN(C)Cc1ccc(-c3ccccc3)cc1)O2 | -8 | -10

nr | SMILES | EZH2 inh | IDH1 mut inh
25 | C[C@@H]1CN([C@@H](C)CO)S(=O)(=O)c2ccc(-c3cncnc3)cc2O[C@H]1CN(C)C(=O)C1CCC1 | 15 | x
26 | Cc1ccc(N(C(C)C(=O)Nc2cccc(Cl)c2C)S(C)(=O)=O)cc1C (centres undefined) | -12 | -0.5
27 | CCC(=O)N(C)C[C@H]1Oc2ncc(-c3ccc(C(=O)N(C)C)cc3)cc2C(=O)N([C@H](C)CO)C[C@@H]1C | -10 | -6.4
28 | O=C(O)c1cc2cc(Cc3cccnc3)ccc2o1 | -10 | 0.0
29 | COCC#Cc1ccc2c(c1)O[C@@H](CN(C)Cc1ccccc1F)[C@@H](C)CN([C@H](C)CO)S2(=O)=O | -7 | -0.1
30 | Cc1ccc(S(=O)(=O)Nc2ccc3c(c2)C(=O)N([C@H](C)CO)C[C@@H](C)[C@@H](CN(C)C(=O)NC(C)C)OCCCC[C@@H](C)O3)cc1 | x | -3.3
31 | Cc1noc(C)c1S(=O)(=O)Nc1ccc2c(c1)CC(=O)N([C@H](C)CO)C[C@@H](C)[C@@H](CN(C)C)O2 | -1 | -0.2
32 | C[C@@H]1CN([C@@H](C)CO)C(=O)c2cc(C#CC3CC3)cnc2O[C@@H]1CN(C)S(C)(=O)=O | -7 | x

nr | SMILES | EZH2 inh | IDH1 mut inh
33 | Brc1c(Br)c(Br)c2n[nH]nc2c1Br | 5 | 10
34 | C[C@H]1CN([C@@H](C)CO)C(=O)c2cc(NS(=O)(=O)c3cn(C)cn3)ccc2O[C@H]1CN(C)C(=O)Nc1cccc2ccccc12 | x | 1.7
35 | COCC(=O)N(C)C[C@@H]1Oc2cc(C#CCN(C)C)ccc2S(=O)(=O)N([C@H](C)CO)C[C@@H]1C | -6 | 0.4
36 | O=[N+]([O-])c1ccccc1S(=O)(=O)NCCOc1ccc(Cl)cc1 | 1 | 0.0
37 | CO[C@@H]1CN(C)C(=O)c2cc(NC(=O)C3CCC3)ccc2OC[C@@H](C)N(C)C[C@H]1C | 3 | -0.7
38 | C[C@@H]1CN([C@@H](C)CO)C(=O)CCCn2cc(nn2)CO[C@H]1CN(C)C(=O)Nc1ccc(C(F)(F)F)cc1 | 1 | x
39 | C[C@H](CO)N1C[C@H](C)[C@H](CN(C)Cc2ccc(C(=O)Nc3ccccc3N)cc2)Oc2ccc(NS(=O)(=O)c3ccc(Cl)cc3)cc2CC1=O | -48 | x
40 | C[C@@H]1CCCCO[C@@H](CN(C)C(=O)c2ccncc2)[C@@H](C)CN([C@@H](C)CO)C(=O)c2cc(NC(=O)c3ccccc3)ccc2O1 | x | 1.1

nr | SMILES | EZH2 inh | IDH1 mut inh
41 | C[C@@H]1CN([C@H](C)CO)C(=O)CCCn2nncc2CO[C@@H]1CN(C)C(=O)NC1CCCCC1 | -13 | -0.7
42 | Cc1ccc(-c2noc(CN(C(=O)c3ccc([N+](=O)[O-])cc3)C(C)C)n2)cc1 | 8 | 0.0
43 | C[C@@H]1CCCCO[C@H](CN(C)C(=O)NC2CCCCC2)[C@@H](C)CN([C@H](C)CO)C(=O)c2cc(NC(=O)CCCCCC(=O)Nc3ccccc3N)ccc2O1 | -3 | 0.5
44 | C[C@@H](O)C#Cc1ccc2c(c1)O[C@H](CN(C)Cc1cccnc1)[C@@H](C)CN([C@@H](C)CO)S2(=O)=O | 10 | x
45 | Cc1c(F)cccc1NC(=O)C1CC=CCC1C(=O)O (centres undefined) | -6 | 0.1
46 | C[C@@H]1CCCCO[C@@H](CN(C)Cc2ccc(C(F)(F)F)cc2)[C@@H](C)CN([C@H](C)CO)C(=O)c2cc(NC(=O)C3CCCCC3)ccc2O1 | x | -0.6
47 | O=C(C[C@H]1CC[C@@H](NC(=O)NC2CCCCC2)[C@@H](CO)O1)NCc1ccc(Cl)cc1 | -4 | 0.1
48 | COc1ccc(NC(=O)N(C)C[C@@H]2Oc3ccc(NC(=O)Cc4cn(C)c5ccccc45)cc3C(=O)N([C@@H](C)CO)C[C@@H]2C)cc1 | x | -0.3

nr | SMILES | EZH2 inh | IDH1 mut inh
49 | C[C@@H]1CN([C@H](C)CO)C(=O)Cc2cc(NS(=O)(=O)c3cccs3)ccc2O[C@H]1CN(C)S(=O)(=O)c1ccc(F)cc1 | x | 0.2
50 | CO[C@H]1CN(C)C(=O)c2cc(NC(=O)C3CC3)ccc2OC[C@@H](C)N(Cc2cncnc2)C[C@@H]1C | -2 | 0.0
51 | Cc1nc2ccccc2n1CC(O)COc1ccc(C2C=CCC2)cc1 (centres undefined) | -10 | 0.3
52 | CC(C)C#Cc1cnc2c(c1)C(=O)N([C@H](C)CO)C[C@@H](C)[C@@H](CN(C)S(=O)(=O)c1cn(C)cn1)O2 | -6 | 0.0
53 | CO[C@H]1CN(C)C(=O)c2ccc(NC(C)=O)cc2OC[C@@H](C)N(Cc2cccc(F)c2)C[C@@H]1C | 11 | 0.3
54 | C[C@H](CO)N1C[C@H](C)[C@H](CN(C)CC2CCCCC2)Oc2c(NC(=O)C3CCOCC3)cccc2C1=O | 13 | x
55 | CC/C(=C(/c1ccccc1)c1ccc(OCCN(C)C)cc1)c1ccccc1 | 3 | 0.7
56 | COc1ccccc1NC(=O)Cn1cnc2ccccc2c1=O | -4 | 0.0

nr | SMILES | EZH2 inh | IDH1 mut inh
57 | CCOc1ncnc2ccc(Br)cc12 | 1 | x
58 | O=c1oc(Cl)c(Cl)c2ccccc12 | -3 | -0.3
59 | COCC(=O)N(C)C[C@@H]1Oc2cc(C#CC3CCCC3)ccc2S(=O)(=O)N([C@@H](C)CO)C[C@H]1C | 0 | -3.0
60 | CC(C)C#Cc1cnc2c(c1)C(=O)N([C@@H](C)CO)C[C@H](C)[C@H](CN(C)C(=O)c1ccccc1)O2 | -2 | 0.0
61 | COc1ccc(C#Cc2cnc3c(c2)C(=O)N([C@H](C)CO)C[C@H](C)[C@H](CN(C)S(=O)(=O)c2ccc(C)cc2)O3)cc1OC | x | 0.7
62 | COC(=O)CCCCCCC(=O)N/N=C/c1ccc2ccccc2c1O | 15 | 0.0
63 | O=C(C[C@H]1C=C[C@H](NC(=O)CCN2CCCCC2)[C@@H](CO)O1)Nc1ccc(-c2ccccc2)cc1 | -16 | 0.4
64 | C[C@@H]1CN([C@@H](C)CO)C(=O)CCCn2nncc2CO[C@@H]1CN(C)C(=O)c1ccc2ccn(C)c2c1 | 1 | -1.5

Full records as entered above:
C[C@@H]1CN([C@@H](C)CO)C(=O)CCCn2nncc2CO[C@@H]1CN(C)C(=O)c1ccc2ccn(C)c2c1 reads EZH2 inh = 1; IDH1 mut inh = -1.5
O=c1oc(Cl)c(Cl)c2ccccc12 reads EZH2 inh = -3; IDH1 mut inh = -0.3

Following part:
nr | SMILES | EZH2 inh | IDH1 mut inh
65 | CO[C@H]1CN(C)C(=O)c2cc(NC(=O)C3CC3)ccc2OC[C@@H](C)N(C(=O)CN2CCOCC2)C[C@@H]1C | 2 | -0.2
66 | COc1ccc(CN(C)C[C@@H]2Oc3ccc(NS(=O)(=O)c4cn(C)cn4)cc3CC(=O)N([C@@H](C)CO)C[C@@H]2C)cc1 | 1 | -1.4
67 | C[C@@H]1CN([C@H](C)CO)C(=O)c2cc(C#Cc3ccccn3)cnc2O[C@@H]1CN(C)C(=O)c1cnccn1 | x | 0.3
68 | Cc1ccc(S(=O)(=O)N(C)C[C@@H]2OCCCC[C@H](C)Oc3ccc(NC(=O)Nc4cccc5ccccc45)cc3C(=O)N([C@@H](C)CO)C[C@H]2C)cc1 | x | 0.6
69 | C[C@H](CO)N1C[C@H](C)[C@@H](CN(C)C(=O)Nc2ccc(F)cc2)Oc2ccc(NS(=O)(=O)c3cn(C)cn3)cc2C1=O | x | 0.6
70 | C[C@@H](O)C#Cc1cnc2c(c1)C(=O)N([C@@H](C)CO)C[C@H](C)[C@H](CN(C)C(=O)c1ccc(F)cc1)O2 | 16 | -2.3
71 | O=C(O)CC/C=C/CC1COC(c2ccccc2Cl)OC1c1ccccc1O (centres undefined) | x | 1.1
72 | CNCCCC12CCC(c3ccccc31)c1ccccc12 | -2 | -0.9&-0.3

An excerpt from above in order of heavy-atom count, smallest number first:
nr | SMILES | EZH2 inh | IDH1 mut inh
71 | O=C(O)CC/C=C/CC1COC(c2ccccc2Cl)OC1c1ccccc1O (centres undefined) | x | 1.1
65 | CO[C@H]1CN(C)C(=O)c2cc(NC(=O)C3CC3)ccc2OC[C@@H](C)N(C(=O)CN2CCOCC2)C[C@@H]1C | 2 | -0.2
66 | COc1ccc(CN(C)C[C@@H]2Oc3ccc(NS(=O)(=O)c4cn(C)cn4)cc3CC(=O)N([C@@H](C)CO)C[C@@H]2C)cc1 | 1 | -1.4
68 | Cc1ccc(S(=O)(=O)N(C)C[C@@H]2OCCCC[C@H](C)Oc3ccc(NC(=O)Nc4cccc5ccccc45)cc3C(=O)N([C@@H](C)CO)C[C@H]2C)cc1 | x | 0.6

Following part:
nr | SMILES | EZH2 inh | IDH1 mut inh
73 | CCNC(=O)C[C@H]1CC[C@H](NC(=O)C2CCC2)[C@@H](CO)O1 | -9 | 0.1
74 | CC(C)NC(=O)Nc1ccc2c(c1)C(=O)N([C@@H](C)CO)C[C@@H](C)[C@@H](CN(C)C(=O)C1CCCCC1)OCCCC[C@H](C)O2 | 9 | 0.6
75 | C[C@H]1CN([C@@H](C)CO)C(=O)c2cc(N(C)C)ccc2O[C@@H]1CN(C)CC1CCCCC1 | 14 | 1.0
76 | COC(=O)C(NC(=O)c1ccc([N+](=O)[O-])o1)C(C)C (centres undefined) | -5 | 1.4
77 | Cc1noc(C)c1S(=O)(=O)N(C)C[C@@H]1Oc2ccc(NC(=O)Nc3cccc4ccccc34)cc2CC(=O)N([C@H](C)CO)C[C@@H]1C | x | -1.4
78 | COc1ccc(NC(=O)Nc2ccc3c(c2)CC(=O)N([C@@H](C)CO)C[C@H](C)[C@H](CN(C)C(=O)NC2CCCCC2)O3)cc1 | -1 | -0.1
